Bioassay records deposited in PubChem BioAssay by The Scripps Research Institute Molecular Screening Center.
CHO-K1 Ca PAM – nonselective calcium activators in parental CHO-K1 cells, primary screen, counter-screen for M1 PAM project, cell-based, Fluo-8 calcium fluorescence, full deck, 1536-well | ATP EC20; 0% at ATP EC20, 100% at ATP max | AID 602247, 2012 | hit rate 0.02% among 360,000 | activation, % at 3 µM;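 active = activation above the run cutoff, the mean activation of all test compounds plus 3 SD, cut at about 40% in these data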;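 note: peak over basal fluorescence ratio in a 140 s read after ATP addition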
CHRM1 antagonist – human M1 muscarinic receptor antagonists, primary screen, CHO-K1 cells, Fluo-8 calcium fluorescence, 1536-well; CHO-K1 hM1, ACh EC80 antagonist; inhibition, % at 3 µM; hit rate 1.3% among 360,000; Muscarinic acetylcholine receptor M1 (Homo sapiens), P11229;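 active = percent inhibition above its own plate's cutoff, namely the mean of that plate's compound wells plus 3 SD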;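 note: peak over basal fluorescence ratio during 140 s after agonist addition; 0% = ACh EC80 plus DMSO and 100% = DMSO alone without agonist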
Target sequence (P11229 whole entry, looked up): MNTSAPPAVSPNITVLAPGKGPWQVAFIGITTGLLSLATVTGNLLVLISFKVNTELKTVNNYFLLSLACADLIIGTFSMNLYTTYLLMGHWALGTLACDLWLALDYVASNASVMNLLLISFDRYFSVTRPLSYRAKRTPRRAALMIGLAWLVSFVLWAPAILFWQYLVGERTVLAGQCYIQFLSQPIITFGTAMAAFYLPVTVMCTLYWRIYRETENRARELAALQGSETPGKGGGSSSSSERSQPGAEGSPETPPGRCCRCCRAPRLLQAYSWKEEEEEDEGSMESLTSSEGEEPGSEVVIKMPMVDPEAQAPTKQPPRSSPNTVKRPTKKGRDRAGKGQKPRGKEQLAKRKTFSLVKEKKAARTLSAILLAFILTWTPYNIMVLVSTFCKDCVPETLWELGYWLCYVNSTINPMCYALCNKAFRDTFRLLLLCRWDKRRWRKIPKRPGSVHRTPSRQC
CHO-K1 Ca antag – counter-screen for M1 antagonists: effect in parental CHO-K1 cells | ATP-induced calcium, Fluo-8 fluorescence | inhibition, % at 3 µM | hit rate 0.6% among 360,000;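 active = inhibition above a per-plate cutoff, the plate's mean sample inhibition plus 3 SD, cut at about 24% in these data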;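 note: 0% = DMSO plus EC80 ATP and 100% = DMSO alone without ATP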
CHO parental Ca – ATP-evoked calcium signal inhibitors, parental CHO, primary screen, counter-screen for OX1R antagonist project, cell-based, fluorescence, Fluo-8 calcium dye; AID 463079, 2010; hit rate 0.63% among 330,000; parental CHO-K1, ATP-induced calcium, Fluo-8 fluorescence; inhibition, % at 5.6 µM;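 active = inhibition above that plate's mean sample inhibition plus 3 SD, cut at about 26% in these data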;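 note: 0% = ATP-challenged DMSO wells and 100% = DMSO wells without ATP; some compounds past the cut are filed as inactive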
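Test system: untransfected parental CHO cell line; also added: ATP stimulus; dosing: 5.6 µM, single dose; signal: calcium-sensitive Fluo-8 fluorescence; measure: percent inhibition of ATP-evoked calcium rise, normalized to controls; benchmarks: low control ATP plus DMSO, high control DMSO only; replication: one well per compound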
CHRM1 agonist – human M1 muscarinic receptor agonists, primary screen, Fluo-8 calcium fluorescence, CHO-K1 cells, HTS | activation, % at 3 µM | hit rate 0.33% among 360,000 | CHO-K1 hM1, agonist mode; 0% DMSO, 100% acetylcholine EC100;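 active = activation above the run's mean compound activation plus 3 SD, cut at about 16% in these data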;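 note: peak over basal fluorescence ratio within a 140 s kinetic read after compound addition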
M1 PAM – human M1 muscarinic receptor positive allosteric modulators, primary screen, CHO-K1 cells, Fluo-8 calcium fluorescence, 1536-well; Muscarinic acetylcholine receptor M1 (Homo sapiens), P11229; CHO-K1 hM1, ACh EC20; 0% = ACh EC20, 100% = maximal ACh; activation, % at 3 µM; hit rate 0.088% among 360,000; AID 588819, 2011; in the data active = activation above about 19%, passing the limit was not always enough
CHO-K1 Ca ag – counter-screen for M1 agonists: effect in parental CHO-K1 cells | hit rate 0.48% among 360,000 | activation, % at 3 µM | Fluo-8 calcium fluorescence; scaled to maximal ATP response, vehicle zero; in the data active = activation above about 15%;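 note: untransfected CHO-K1 host cells lacking M1 receptor as counterscreen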
TAAR1 antagonist – human TAAR1 antagonists, primary screen, Fluo-8 calcium fluorescence, CHO RD-HGA16 cells; AID 624466, 2012; inhibition, % at 3 µM; hit rate 1.5% among 360,000; antagonist; Trace amine-associated receptor 1 (Homo sapiens), Q96RJ0;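 active = inhibition above a per-plate cutoff, the mean inhibition of test compounds on that plate plus 3 SD, cut at about 49% in these data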;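 note: 0% = DMSO plus EC80 beta-PEA response and 100% = DMSO alone without agonist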
Target sequence (Q96RJ0 whole entry, looked up): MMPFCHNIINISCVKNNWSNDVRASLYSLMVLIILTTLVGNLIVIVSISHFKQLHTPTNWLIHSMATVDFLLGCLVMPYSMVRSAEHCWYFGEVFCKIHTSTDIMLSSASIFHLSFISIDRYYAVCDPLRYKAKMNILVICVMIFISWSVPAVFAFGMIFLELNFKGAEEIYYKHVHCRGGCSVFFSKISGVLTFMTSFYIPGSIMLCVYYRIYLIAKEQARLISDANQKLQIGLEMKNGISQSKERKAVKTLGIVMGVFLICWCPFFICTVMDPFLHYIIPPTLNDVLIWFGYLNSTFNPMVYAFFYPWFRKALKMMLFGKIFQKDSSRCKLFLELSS
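Test system – hTAAR1-expressing CHO RD-HGA16 cells, Gα16-coupled · Reagent – β-PEA at EC80 concentration, post-compound challenge · Compound dosing – 3 µM, single point · Timing – 140 s kinetic read after compound, 140 s after agonist · Detection – Fluo-8 intracellular calcium dye fluorescence, real-time kinetic reads · Control set – DMSO and EC80 PEA controls · Repeats – n of 1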
TAAR1 ag – human TAAR1 agonists, primary screen, Fluo-8 calcium fluorescence, CHO RD-HGA16 cells | AID 624467, 2012 | vehicle wells 0%, saturating PEA agonist 100% | activation, % at 3 µM | hit rate 0.99% among 360,000 | Trace amine-associated receptor 1 (Homo sapiens), Q96RJ0;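 active = activation above the mean activation of all test compounds in the run plus 3 SD, cut at about 38% in these data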
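Test system: RD-HGA16 (CHO) cells co-expressing Gα16 and hTAAR1 / Benchmarks: DMSO vehicle as 0%, PEA at EC100 as 100% / Repeats: no replicates (n 1) / Measure: % activation from peak over basal fluorescence ratio, DMSO-to-PEA scaled / Timing: 17-24 h plating, Fluo-8 75 min 37 °C, 30 min RT / Technique: kinetic Fluo-8 calcium fluorescence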
Starred values were filed as active, the others as inactive; x = not tested or not shown.

#1 O=S(=O)(c1cccc2nonc12)N1CCN(c2cccc(Cl)c2)CC1
#2 Cc1ccc(-n2c(SCC(=O)Nc3cccc(S(=O)(=O)NC4=NCCCCC4)c3)nc3ccccc3c2=O)cc1
#3 O=C(c1cn2ccccc2n1)N1CCc2c([nH]c3ccccc23)C1c1ccccn1 (stereo not given)
#4 CC(C)c1nc2oc3c(NCC4CCCO4)ncnc3c2c2c1COC(C)(C)C2 (stereo not given)
#5 CCS(=O)(=O)N1CCCC(C(=O)NCCc2ccc(C)cc2)C1 (stereo not given)
#6 CCOC(=O)C1=C(O)CSC1=Nc1ccc(Cl)cc1
#7 CCOC(=O)C1=CCC2C(=O)N(C)C(=O)C12 (stereo not given)
#8 Cc1ccc(S(=O)(=O)Nc2ccc(N(C)C)cc2)cc1
Screen / compound no.,1,2,3,4,5,6,7,8
CHO-K1 Ca PAM,12,3,17,17,-9,-6,14,-8
CHRM1 antagonist,-26,20,-8,-1,1,2,-10,1
CHO-K1 Ca antag,-9,1,-2,-6,9,27*,4,4
CHO parental Ca,-15,-19,-16,x,-7,-16,x,-16
CHRM1 agonist,2,-7,-8,-4,-5,-2,-5,-12
M1 PAM,9,-10,0,7,3,9,5,1
CHO-K1 Ca ag,0.2,-0.5,2.7,0.6,0.5,-1.0,0.4,0.0
TAAR1 antagonist,-1,2,4,-5,7,2,-10,-3
TAAR1 ag,-1,7,5,14,1,0,3,5

#9 CC(C)C(NC(=O)c1ccccc1F)C(=O)NCc1ccc(F)cc1 (stereo not given)
#10 CS(=O)(=O)N(CC(=O)NCc1ccccn1)Cc1ccc(Cl)cc1
#11 Cc1ccc(N(C(=O)CNC(=O)c2ccco2)C(C(=O)NC2CCCC2)c2cccnc2)cc1C (stereo not given)
#12 Cc1cc(Cl)ccc1NNC(=O)c1snnc1C
#13 O=C1CN(C(=O)N[C@@H](Cc2ccccc2)C(=O)N[C@H](C(=O)O)c2ccccc2)c2ccccc2N1
#14 COC(=O)c1ccc(NC(=O)CSc2nc3ncccc3[nH]2)cc1
#15 CCOC(=O)C1CCN(C(=O)CN(c2ccc(Oc3ccccc3)cc2)S(C)(=O)=O)CC1
#16 O=C(Nc1ccc(N2CCCC2)cc1)C(c1ccccc1)c1ccccc1
Screen / compound no.,9,10,11,12,13,14,15,16
CHO-K1 Ca PAM,-6,4,18,12,-1,11,11,19
CHRM1 antagonist,-9,-9,-8,-7,-8,4,-11,-17
CHO-K1 Ca antag,-19,-1,-8,2,0,-5,9,-5
CHO parental Ca,-18,-11,-19,-12,3,-5,-7,2
CHRM1 agonist,-10,-3,-4,-2,-1,1,2,-5
M1 PAM,9,1,6,6,15,-3,8,-3
CHO-K1 Ca ag,1.4,0.3,-0.1,0.9,0.1,8.3,2.2,0.0
TAAR1 antagonist,0,-1,9,7,-14,-11,-25,-14
TAAR1 ag,2,2,10,1,1,3,4,0

#17 COCC1CCCC1OS(N)(=O)=O (stereo not given)
#18 Cc1ccccc1C(=O)NNC(=O)c1ccncc1
#19 O=C(O)c1ccc(OCC(O)Cn2c3ccccc3c3ccccc32)cc1 (stereo not given)
#20 COc1ccc(NC(=S)N(CCC(C)C)C2CCN(C(C)C)CC2)cc1Cl
#21 COc1cc(CNCc2ccco2)ccc1OCc1ccccc1
#22 O=C(C(=O)N1CCN(c2ccccc2)CC1)c1cn(CC(=O)N2CCCCCC2)c2ccccc12
#23 Cc1cnc(-c2nnc(N(C)C(=O)C3CCOC3)s2)cn1 (stereo not given)
#24 O=C(NCc1nc(-c2ccc(Cl)cc2)no1)c1ccc2c(c1)OCO2
Screen / compound no.,17,18,19,20,21,22,23,24
CHO-K1 Ca PAM,-19,27,-10,-8,-4,6,12,12
CHRM1 antagonist,1,-14,0,5,6,6,5,1
CHO-K1 Ca antag,-7,-14,2,5,-2,-1,-11,-5
CHO parental Ca,-7,x,38*,-10,-8,-23,-2,-1
CHRM1 agonist,-2,-2,4,-5,-8,-2,0,-4
M1 PAM,6,15,0,-2,-8,9,-1,0
CHO-K1 Ca ag,-0.2,0.7,2.8,1.5,1.6,0.6,0.3,2.3
TAAR1 antagonist,-3,-6,45,6,-12,-8,-7,-17
TAAR1 ag,7,4,17,6,13,2,6,4

#25 O=C(CCN1C(=O)C2C3C=CC(C3)C2C1=O)NC1CCCCC1 (stereo not given)
#26 O=C(/C(=C/c1ccccc1)c1ccccc1)N1CCCCC1
#27 CCc1ccc2c(c1)[C@H]1OCC[C@H]1[C@@H](c1cccs1)N2
#28 COC(=O)COc1ccc(S(=O)(=O)Nc2ccccc2SC)cc1
#29 COc1cc2cc(NC(C)=O)cc(NCc3ccccc3)c2cc1OC
#30 CN1C(c2ccc(F)cc2)=CS/C1=C(/C#N)c1nnc(N2CCOCC2)n1-c1ccccc1
#31 O=C(O)C1C2CCC(C2)C1C(=O)Nc1cccc([N+](=O)[O-])c1 (stereo not given)
#32 CSCCC(NC(=O)/C(=C/c1ccco1)NC(=O)c1ccco1)C(=O)O (stereo not given)
Screen / compound no.,25,26,27,28,29,30,31,32
CHO-K1 Ca PAM,-10,1,19,24,23,24,7,1
CHRM1 antagonist,-20,18,5,-1,-23,-14,-27,-13
CHO-K1 Ca antag,5,17,-6,-5,-11,-9,-18,0
CHO parental Ca,-8,-22,-19,-2,x,-9,x,-13
CHRM1 agonist,0,-4,-9,-2,-3,-8,-4,-4
M1 PAM,15,1,0,5,10,13,11,13
CHO-K1 Ca ag,0.0,-0.1,0.3,1.3,0.4,0.7,0.9,0.1
TAAR1 antagonist,4,-1,-35,8,-8,-31,-21,-10
TAAR1 ag,1,0,-1,12,0,3,8,1

#33 O=C(C1=C[C@@H](c2ccccc2)C[C@@H](OCc2ccc(CO)cc2)O1)N1CCOCC1
#34 Cc1cccc(C2CC(c3ccccc3)Nc3ncnn32)c1 (stereo not given)
#35 COc1ccc(C(=O)NCC(=O)N/N=C/c2ccc(C)o2)cc1OC
#36 CC(=O)c1ccc(NS(=O)(=O)c2cc3c(cc2C)N(C(C)=O)CCO3)cc1
#37 CN(Cc1ccccc1F)Cc1cc(=O)oc2cc(O)c(Cl)cc12
#38 CC1(C)C(=O)C2(CCCCC2)C(=O)OC1c1cccs1 (stereo not given)
#39 Cc1onc(-c2ccccc2)c1C(=O)N/N=C/c1c(F)cccc1Cl
#40 COC(=O)C1C(=O)C2=C(CC1C)NC(C)=C(C(=O)OC(C)C)C2c1ccc(C)o1 (stereo not given)
Screen / compound no.,33,34,35,36,37,38,39,40
CHO-K1 Ca PAM,21,33,3,25,-5,13,13,-8
CHRM1 antagonist,4,6,-1,-8,9,-9,-7,7
CHO-K1 Ca antag,-17,-4,4,-20,-4,-8,-1,-7
CHO parental Ca,-9,-13,7,-10,2,-11,-10,-7
CHRM1 agonist,-5,-5,-2,-2,5,-7,-6,-5
M1 PAM,4,0,2,12,-6,4,-6,6
CHO-K1 Ca ag,1.7,0.2,0.3,0.4,7.0,0.9,1.2,-0.3
TAAR1 antagonist,-2,-22,-17,-24,-26,-5,-9,12
TAAR1 ag,5,12,2,2,-1,2,-1,7

#41 Cc1cc(C=O)c(C)n1-c1ccc(N2CCCCC2)c([N+](=O)[O-])c1
#42 O=C(Cc1cccs1)N[C@@H]1c2ccccc2CC[C@H]1OCc1ccccc1
#43 COc1ccccc1NC(=O)C(C)N1C(=O)c2ccccc2C1=O (stereo not given)
#44 O=C(NC12CC3CC(CC(C3)C1)C2)c1cc(F)c(F)c(F)c1F
#45 CN1CCN(c2ncnc3c2ncn3[C@H]2CN(Cc3ccc(-c4ccccc4)cc3)C[C@@H](CO)O2)CC1
#46 N#Cc1nc(COc2ccc(Br)cc2)oc1N1CCCCCC1
#47 Nc1ccn([C@@H]2O[C@H](C(=O)N(CCC3=CCCCC3)CC3CC3)[C@@H](O)[C@H]2O)c(=O)n1
#48 CCn1cc(Br)c(C(=O)Nc2sc3c(c2C(N)=O)CCCC3)n1
Screen / compound no.,41,42,43,44,45,46,47,48
CHO-K1 Ca PAM,5,12,-5,11,16,25,1,3
CHRM1 antagonist,6,8,16,1,-3,-1,3,0
CHO-K1 Ca antag,2,-19,-12,-1,-3,-16,12,4
CHO parental Ca,-12,-1,-6,-6,x,28,x,-11
CHRM1 agonist,-2,-7,2,0,1,-11,-3,-3
M1 PAM,-12,-3,-6,10,-3,-11,2,3
CHO-K1 Ca ag,2.9,0.7,0.8,-1.6,5.5,0.5,0.3,0.3
TAAR1 antagonist,4,-5,0,0,7,26,-12,x
TAAR1 ag,12,-2,2,23,14,1,3,x

Grouped by structure: the compounds so far containing a cyano group.
#30 CN1C(c2ccc(F)cc2)=CS/C1=C(/C#N)c1nnc(N2CCOCC2)n1-c1ccccc1
#46 N#Cc1nc(COc2ccc(Br)cc2)oc1N1CCCCCC1
Screen / compound no.,30,46
CHO-K1 Ca PAM,24,25
CHRM1 antagonist,-14,-1
CHO-K1 Ca antag,-9,-16
CHO parental Ca,-9,28
CHRM1 agonist,-8,-11
M1 PAM,13,-11
CHO-K1 Ca ag,0.7,0.5
TAAR1 antagonist,-31,26
TAAR1 ag,3,1

Later entries.
#49 CCOC(=O)Cc1csc(NC(=O)c2csc3c2CCCC3)n1
#50 O=C(CC(c1ccccc1)c1ccccc1)NCC1CCCO1 (stereo not given)
#51 CCn1c(Cc2c(C)[nH]c3ccccc23)nnc1SCC(=O)NCc1ccccc1
#52 CCOC(=O)N1CCN(CC(O)COc2ccc(OC)cc2C(C)(C)C)CC1 (stereo not given)
#53 Fc1ccc2[nH]c3c(NCc4ccccc4)ncnc3c2c1
#54 COc1ccccc1CNC(=O)c1ccoc1C
Screen / compound no.,49,50,51,52,53,54
CHO-K1 Ca PAM,11,-8,12,15,-23,26
CHRM1 antagonist,0,-11,-16,-1,23,-11
CHO-K1 Ca antag,0,-7,-16,-8,34*,-16
CHO parental Ca,-13,-10,-8,-15,70*,-18
CHRM1 agonist,-6,0,-2,-12,2,-4
M1 PAM,-4,10,7,-1,-4,11
CHO-K1 Ca ag,2.8,0.0,1.2,2.5,19*,1.0
TAAR1 antagonist,19,1,6,3,16,6
TAAR1 ag,16,2,2,6,13,2

Values by screen from above:
Entries 49 to 54 in TAAR1 ag read 16, 2, 2, 6, 13, 2
Entries 49 to 54 in CHO-K1 Ca ag read 2.8, 0.0, 1.2, 2.5, 19*, 1.0
